# STK33 kinase inh: human STK33 kinase inhibition | Q9BYT3 | purified STK33, MBP phosphorylation, ADP-Glo luminescence | inhibition, % at 10 µM | 0.073% of 320,000 active;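 active = inhibition at or above 25%, using the most active replicate where run in duplicate; inactive = inhibition below 25%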
# Target sequence (Q9BYT3 whole entry, looked up): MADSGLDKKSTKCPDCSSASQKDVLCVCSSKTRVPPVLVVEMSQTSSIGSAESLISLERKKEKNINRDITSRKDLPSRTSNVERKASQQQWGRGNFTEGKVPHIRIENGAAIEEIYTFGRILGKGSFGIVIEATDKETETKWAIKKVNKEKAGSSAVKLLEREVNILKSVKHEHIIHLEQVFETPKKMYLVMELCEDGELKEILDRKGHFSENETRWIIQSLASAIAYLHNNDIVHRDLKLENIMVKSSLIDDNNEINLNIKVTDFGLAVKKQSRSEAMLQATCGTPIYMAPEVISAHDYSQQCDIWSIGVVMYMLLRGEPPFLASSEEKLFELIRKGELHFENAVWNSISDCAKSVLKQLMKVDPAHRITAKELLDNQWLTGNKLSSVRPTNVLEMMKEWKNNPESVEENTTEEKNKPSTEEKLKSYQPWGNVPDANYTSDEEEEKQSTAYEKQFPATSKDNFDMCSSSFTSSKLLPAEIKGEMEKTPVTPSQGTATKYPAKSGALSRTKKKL
# OX1R antag: antagonists of human orexin 1 receptor (OX1R) | inhibition, % at 6.6 µM | 1.8% of 330,000 active | OX1R-expressing cells, FRET antagonist read-out | O43613; in the data active = inhibition mostly above about 38%, no sharp cut-off; inactive = mostly below about 40%;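 note: 0% = agonist challenge alone and 100% = reference antagonist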
# Target sequence (O43613 whole entry, looked up): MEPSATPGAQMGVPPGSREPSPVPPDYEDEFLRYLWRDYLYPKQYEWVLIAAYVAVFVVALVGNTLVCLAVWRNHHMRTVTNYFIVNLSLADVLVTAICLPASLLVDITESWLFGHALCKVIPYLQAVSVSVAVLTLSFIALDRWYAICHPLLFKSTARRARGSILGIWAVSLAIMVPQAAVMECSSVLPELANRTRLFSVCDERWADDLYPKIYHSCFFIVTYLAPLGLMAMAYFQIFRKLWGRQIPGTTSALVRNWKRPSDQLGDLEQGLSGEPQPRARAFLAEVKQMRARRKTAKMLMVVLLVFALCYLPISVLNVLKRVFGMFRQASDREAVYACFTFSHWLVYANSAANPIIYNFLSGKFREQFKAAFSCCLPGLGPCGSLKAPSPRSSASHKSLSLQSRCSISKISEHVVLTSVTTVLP
# Starred values were filed as active, the others as inactive; · = no result given. This is a random part of the collection; about 1.8% have a hit in one of these screens.
canonical_smiles,STK33 kinase inh,OX1R antag
CN(C)c1nc(Oc2ccc(C(=O)OCC(=O)Nc3ccccc3)cc2)nc(N(C)C)n1,-1.4,26
CCn1c(C)cc(O)cc1=O,-1.0,7
CC(=O)CC(=O)Nc1ccccc1NC(C)=O,-0.9,-10
CC(C)Nc1nc(NC(C)C)nc(NS(=O)(=O)c2ccc(N)cc2)n1,-0.4,5
O=C(c1ccc(-n2cncn2)c([N+](=O)[O-])c1)N1CCN(S(=O)(=O)c2ccccc2Br)CC1,0.1,26
N=C1/C(=C\c2ccc(SCc3ccco3)o2)C(=O)N=C2SC=NN12,5.9,25
O=C1C=C(c2ccc(OC(F)(F)F)cc2)C[C@@H](c2ccc(F)cc2)C1,-1.5,10
FC(F)(F)c1nnc(-c2ccccc2)nc1Oc1ccc(Cl)cc1Cl,-1.0,37
COC(=O)c1cn(NC(=O)C2CCCO2)c(=O)c2ccccc12 (stereo not drawn),0.1,7
COc1ccc(CN2CCN(CCC(C)C)C(CCO)C2)cc1Cn1cncn1 (stereo not drawn),-2.1,5
O=C(COC(=O)c1cc[n+]([O-])cc1)NCCc1ccc(Cl)cc1Cl,-1.7,21
C=CCNc1nc(-c2c(C)nc3ncccn23)cs1,-1.3,5
NS(=O)(=O)c1ccc(CNC(=O)c2cc(-c3ccccc3)nc3ccccc23)cc1,-1.2,12
O=C(CCn1c(=O)[nH]c2ccccc2c1=O)NCCSCc1ccccc1,-0.5,9
COC(=O)c1ccccc1NC(=O)N1CCCC1,0.0,12
COc1cccc(C(c2c(NC(=O)c3ccccc3)sc(C)c2C)N2CCN(C)CC2)c1 (stereo not drawn),1.2,14
COc1ccc(-c2cc3ccccc3nc2N)cc1OC,-0.5,-2
c1cncc(-c2nc3c(ccc4ccccc43)[nH]2)c1,6.6,59
CCN(CCCNC(=O)c1cc2c(-c3cccc(OC)c3)nn(C)c2s1)Cc1ccccc1,-1.1,8
CCOC1OC(=O)C(Cl)=C1Nc1ccc(C)cc1 (stereo not drawn),-2.3,5
COc1ccc(N2C(=O)CSCC2=O)cc1OC,-2.0,16
Cc1nc(CNS(=O)(=O)c2cc([N+](=O)[O-])ccc2C)cs1,-1.3,19
Cn1cccc1Cc1nnc(SCC(=O)NCc2ccco2)n1CCc1ccccc1,-1.7,11
CCN(CC)S(=O)(=O)c1ccc(Cl)c(C(=O)NCCN2CCOCC2)c1,-1.7,-5
Cc1ccc2oc(-c3ccc(NC(=O)c4cccnc4)cc3)nc2c1,-0.7,28
COc1ccc(OC)c(Nc2nc3ccccc3n3cnnc23)c1,0.1,14
NC(=O)C1CCN(C(=O)COc2ccc3ccc(=O)oc3c2)CC1,-1.0,12
Cn1c2ccccc2c(=O)c2cc(C#Cc3ccccn3)ccc21,0.3,90*
CC(=O)N1CCOc2ccc(S(=O)(=O)N3C(C)CCCC3C)cc21 (stereo not drawn),0.7,11
COc1ccc(NC(=O)CSc2nnc(Cc3cccn3C)n2-c2ccc(OC)cc2)cc1,0.8,9
COc1cc(/C(C)=N/NC(=O)CSc2nnc(C)s2)ccc1O,-0.6,0
CCN(CC)CCCNC(=O)CCc1ccccc1,-1.9,-1
COC(=O)c1ccc(Cl)c(NS(=O)(=O)c2ccc3c(c2)OCCO3)c1,-1.9,20
O=C(OCC(=O)N1CCN(C(=O)c2ccco2)CC1)c1ccccc1O,-1.1,13
c1ccc(CNC2=NCCCC2)cc1,-3.7,8
CC(C)C[C@H](NC(=O)NCCC1=CCCCC1)C(=O)O,-1.3,15
Cc1cc(C(=O)N/N=C/c2ccc3c(c2)OCO3)c(C)n1-c1ccc(F)cc1,-0.4,22
Cc1cc(C(F)F)nn1CC(=O)NCc1ccccc1F,0.1,8
CCOc1ccc(CCNC(=O)C2CC(=O)N(Cc3ccc(OC)cc3)C2)cc1OCC (stereo not drawn),0.2,14
COc1ccc(OC)c(NC(=O)C2C3CCC(C3=C(C)C)C2C(=O)O)c1 (stereo not drawn),-2.0,13
Cc1cc(/C=C(/C#N)c2cccc(F)c2)c(C)n1-c1cccnc1,-3.8,9
COc1ccc(C(=O)Nc2ccccc2N2CCOCC2)cc1S(=O)(=O)N1CCOCC1,0.0,5
O=C(CSCCO)N1CCc2ccccc21,-0.1,10
CC(CNC(=O)C(C)C)NC(=O)C(C)C (stereo not drawn),-0.1,19
CCN(CC)C(=O)CSc1nnc2nnc3cc(Cl)ccc3n12,-1.8,108*
CCOc1ccc(N2CC(C(=O)Nc3cc(S(=O)(=O)N4CCCCC4)ccc3C)CC2=O)cc1 (stereo not drawn),-1.7,3
O=C(CC(C(=O)N1CCc2ccccc21)n1ccnc1)NCc1cccnc1 (stereo not drawn),-0.1,16
Cc1ccc(NS(=O)(=O)c2ccc(NC(=O)C3CCCO3)cc2)cc1 (stereo not drawn),-0.3,29
CC1=C(C(=O)Nc2ccc(C)cc2C)C(c2cccs2)NC(=S)N1 (stereo not drawn),-0.8,11
Cn1cnnc1Sc1ccc(C(=O)NCCC23CC4CC(CC(C4)C2)C3)cc1[N+](=O)[O-],-0.2,4

# (listing goes on)
canonical_smiles,STK33 kinase inh,OX1R antag
CCNc1nc(NCC)n2c(SCC(=O)Nc3ccc(NC(C)=O)cc3)nnc2n1,-1.0,18
O=C(Nc1ccc2oc(-c3ccncc3)nc2c1)c1ccco1,-0.3,9
Cn1cc(Br)c(C(=O)Nc2sc3c(c2C(N)=O)CCC3)n1,0.7,79*
Cc1ncc2c(c1OC(=O)c1ccccc1)COC(C)(C)OC2,-0.3,2
CCOC(=O)c1oc2ccc(S(=O)(=O)N3CCC(C)CC3)cc2c1C,-1.0,-1
NC(=O)CSc1nnc(NC(=O)c2ccc(S(=O)(=O)N3CCCCC3)cc2)s1,0.1,-6
O=S(=O)(Nc1ccccc1F)c1ccc2nsnc2c1,-1.3,13
COc1ccc(-c2nn(-c3ccccc3)cc2/C=C/C(=O)OCC(=O)Nc2cccc(C#N)c2)cc1,-0.9,8
Cc1cc(NC(=O)c2cc(C(C)C)on2)nn1Cc1ccc(Cl)cc1,-1.5,18
C=COCCn1c(=N)n(CCC)c2ccccc21,-0.7,21
O=C(CCC1CCCCC1)N1CCN(Cc2ccc3c(c2)OCO3)CC1,-0.7,17
CCCCCn1c(C(Cc2ccccc2)NC(C)=O)nc2ccccc21 (stereo not drawn),-0.6,10
Cc1ccc(C(=O)CSC2=NC(N)=C(C#N)C3(CCCCC3)C2C(N)=O)cc1 (stereo not drawn),-2.5,20
CCN(C(=O)CSc1ccc2ccccc2n1)C1CCS(=O)(=O)C1 (stereo not drawn),-1.1,5
CCCc1cc(C(=O)NCc2cccnc2)no1,-1.7,9
O=C(NCCNCCO)C1(C(F)(F)F)C/C(=C\CCO)CCCO1 (stereo not drawn),-0.1,24
Cc1nc(CC(=O)c2ccc(O)cc2O)cs1,-1.0,5
COc1cccc(-c2nc3n(n2)C(c2cccs2)C(C(=O)Nc2cccnc2)=C(C)N3)c1 (stereo not drawn),-1.8,8
Cc1ccc(NC(=O)Cn2nnc(C(=O)NCc3cccs3)c2N)c(C)c1,0.3,0
O=C(COc1cccnc1[N+](=O)[O-])Nc1ccc2c(c1)OCO2,-2.2,13
CCOc1ccc(Br)cc1S(=O)(=O)NC1CC(C)(C)NC(C)(C)C1,2.4,·
Cc1ccc(C)c(S(=O)(=O)Nc2cc3c4c(c2)CCN4C(=O)CC3)c1,5.9,21
Cc1ccc(-c2n[nH]c(=O)c3ccccc23)cc1N,0.6,10
COc1ccc(-c2nc(CN3CCN(c4ncccn4)CC3)c(C)o2)cc1C,-1.8,31
CCOC(=O)C1=C(C)N(C[C@@H]2CC[C@@H](Cc3ccc(-c4ccccc4)cc3)O2)C(=O)NC1c1ccc(-c2ccccc2)cc1 (stereo partly drawn),·,6
COc1cc(NS(=O)(=O)c2ccc(N)cc2)ncn1,-0.8,11
CC(C)N1C(=O)N(c2ccccc2)C(C)(O)CC1(C)C (stereo not drawn),0.7,13
COc1cc(CNC(=O)CCCC(=O)c2ccccc2)cc(OC)c1OC,-1.9,0
CC(=NCc1ccco1)c1c(C(F)(F)F)[nH]n(-c2nc3ccccc3s2)c1=O,-0.5,9
Cc1cc(N/N=C/c2ccc(Cl)cc2Cl)nc(NCc2ccccc2)n1,0.3,7
N#C/C(=C/c1ccc(N2CCOCC2)o1)c1nc2ccccc2[nH]1,1.9,5
Cc1nc(C)c(-c2ccnc(/N=C/NO)n2)s1,-0.5,9
Nc1nc(SCC(=O)Nc2ccc(Cl)c([N+](=O)[O-])c2)n[nH]1,-0.9,1
c1ccc(-c2ccc(CNC3CC3)cc2)cc1,0.3,·
N#C/C(=C\c1ccc(C(=O)O)cc1)S(=O)(=O)c1cc(Br)ccc1Br,0.3,8
CC(OC(=O)c1cc(S(=O)(=O)N2CCOCC2)ccc1F)C(=O)NC1CCCCC1C (stereo not drawn),-2.1,20
Cc1cccc(NS(=O)(=O)c2cc3c4c(c2)CC(=O)N4CCC3)c1C,0.7,8
CCOC(=O)CC(=O)Nc1nnc(CC(C)C)s1,-1.4,8
O=C1CCN(C(=O)c2ccccc2)C2CCCCC12 (stereo not drawn),-1.4,0
COc1ccc(C(=O)C2CCCN(Cc3c(F)ccc(F)c3F)C2)c(OC)c1 (stereo not drawn),-0.6,5
Cc1ccc2cc(C(=O)O)c(C)nc2c1,0.6,15
Cc1c(O)c(CN2CCCC2)cc2c3c(c(=O)oc12)CCC3,-0.3,23
CCn1nc(C)c(NS(=O)(=O)c2ccccc2)c1C,0.0,17
Cc1cc(NC(=O)c2ccco2)c(=O)n(Cc2cccc(C(F)(F)F)c2)c1,0.8,27
Cc1ccc(C(=O)Nc2nnc(-c3ccncc3)o2)cc1,-0.3,3
CCc1ccc(CNC(=O)C2CCN(c3nnc(C)c4c(C)n(-c5ccc(C)cc5)nc34)CC2)cc1,0.4,6
Cc1c(C)n2c(SCC(=O)N3CCN(c4ccccc4)CC3)nnc2[nH]c1=O,-1.3,-1
Cc1ccc(SCCC(=O)NCCSCc2ccco2)cc1,-1.7,12
O=C(NCc1ccco1)c1ccccc1Nc1ccc(F)cc1,-0.4,22
COc1ccc(OC)c(NC(=O)CCNS(=O)(=O)c2cccc3nonc23)c1,0.2,51

# Remaining list, next part:
canonical_smiles,STK33 kinase inh,OX1R antag
Cc1nc2ccc(Br)cc2c(=O)n1Cc1cccs1,6.6,12
CC[N+](C)(CC)CC(=O)OCC1C(C)C=C(C)CC1C (stereo not drawn),-1.2,-3
O=[N+]([O-])c1cccc(/C([O-])=C(/C(=S)Nc2ccccc2)[n+]2ccccc2)c1,-0.3,14
COC(=O)c1ccc(CNC(=O)CNC(=O)c2sc3ccccc3c2Cl)cc1,·,20
COc1cc(C(=O)NC(=S)N(C)Cc2ccccc2)cc(OC)c1OC,-2.5,-1
CCC(Sc1nc2ccncc2[nH]1)C(=O)Nc1ccc(C)c(Cl)c1 (stereo not drawn),1.2,30
COc1ccc(NC(=O)c2cccnc2NCCc2ccccc2)cc1,-3.2,26
CCOC(=O)C1CCN(C(=O)CN(c2ccc(OC)cc2)S(=O)(=O)c2c(C)nn(C)c2C)CC1,-0.1,4
CCCC(C)C(=O)NCc1ccc2c(c1)OCO2 (stereo not drawn),-1.3,33
O=C(COC(=O)c1ccc(Cl)c(S(=O)(=O)N2CCCCC2)c1)NCC1CCCO1 (stereo not drawn),-2.8,8
Cc1ccc2c(c1)N/C(=C(\C=C(/Cl)[N+](=O)[O-])[N+](=O)[O-])N2,-0.9,16
CC(C)(C)c1ccc(OCCC(=O)Nc2ccc(N3CCOCC3)cc2N2CCOCC2)cc1,-1.2,3
O=C1c2ccccc2C(=O)N1CCCc1cn(C[C@H]2CC[C@@H]([C@@H]3CC[C@H](Cn4cc(CCCN5C(=O)c6ccccc6C5=O)nn4)O3)O2)nn1,-1.8,16
COc1ccc2c(c1)C(=O)C(=O)N2CC1COc2ccccc2O1 (stereo not drawn),-0.2,-7
O=C(CN1CCN(c2ccc(O)cc2)CC1)Nc1ccc(SC(F)F)cc1,-0.5,4
CC(/C=N/NC(=O)c1n[nH]c2c1CCC2)=C\c1ccccc1,-2.7,23
O=C1C=C(c2ccc(-c3ccccc3)c(F)c2)C[C@@H](c2ccc(F)cc2)C1,-0.7,-2

# Bioassay records (PubChem BioAssay)
